Source: PubChem
mHTT-CaM PPI inh = mutant huntingtin-calmodulin interaction inhibitors – biochemical, AlphaScreen, primary screen | inhibition, % at 15 µM | 190,000 compounds, 3.6% hits | AlphaScreen His-mHTT/GST-CaM binding, luminescence | AID 1671202, 2021;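 also: 0% = both proteins with DMSO and 100% = one protein alone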
Pf apPOL inh = Pf-apPOL inhibitors, biochemical, fluorescence; inhibition, % at 10 µM; 210,000 compounds, 0.25% hits; AID 1794808, 2022; Recombinant Pf-apPOL, molecular beacon fluorescence, 1.5 h; Plasmodium falciparum apicoplast DNA polymerase (apPOL)
Active calls of the source: *; & = joins results of further samples. Rule as the data show it: active = inhibition above about 50%; inactive = the rest. An excerpt, so the mix of outcomes need not match the whole.

Fields – mHTT-CaM PPI inh, Pf apPOL inh
1: CCOc1ccccc1N1CCN(C(=O)c2ccc(F)cc2)C(C)C1=O (stereo unspecified)
  -4, 1
2: O=S(=O)(Nc1cccc(F)c1)c1ccc2nc(-c3ccccc3)[nH]c2c1
  -3, -7
3: COCCNC(=O)C1CCN(c2cccc(Cl)c2)C1=O (stereo unspecified)
  -6, 1
4: CCC(=O)N1CCCC(C)(C(=O)NCc2cccc(F)c2)C1 (stereo unspecified)
  -2, -5
5: COc1ccc(C2CC(c3ccc(I)cc3)Nc3nnnn32)c(OC)c1 (stereo unspecified)
  37, 4
6: COc1ccc(OC)c2sc(NC(=O)c3cc(C)oc3C)nc12
  19, -2
7: CN(Cc1cn(Cc2cccc(C(F)(F)F)c2)nn1)C1CN(Cc2cn(Cc3cccc(C(F)(F)F)c3)nn2)S(=O)(=O)C1 (stereo unspecified)
  -6, -1
8: O=C(Nc1ccc(SCC(=O)N2CCOCC2)nn1)c1cccs1
  -4, -3
9: COc1cccc(C2CC(c3cccc(Br)c3)Nc3nnnn32)c1 (stereo unspecified)
  -6&16, 2&-3
10: C=CCOc1ccccc1/C=c1\sc2nc(=O)c(-c3ccccc3)nn2c1=O
  39, 4
11: O=C(c1cccc(Cl)c1)N1CCC(=O)N([C@H](COCc2ccccc2)Cc2ccccc2)CC1
  66*, -4
12: COc1ccccc1NC(=O)c1ccc2c(c1)-c1ccccc1C2=O
  2, 0
13: CCCCOc1ccc(C(=O)NCC(C)(O)CSC)cc1 (stereo unspecified)
  -3, -2
14: COc1ccc(C(OC(=O)c2cccc([N+](=O)[O-])c2)c2nccc3ccccc23)cc1 (stereo unspecified)
  33, -8
15: O=C(NCC(=O)N1CCCc2ccccc21)c1ccc(Br)cc1
  -7, -1
16: COc1cc(C)c(S(=O)(=O)n2c([N+](=O)[O-])cnc2C)cc1C
  -4, 12
17: O=C(NCc1ccccc1Br)c1ccc(-c2cncnc2)nc1
  -3, -1
18: COc1ccc(C)cc1NC(=O)N1CCC(c2nc(C(=O)N(C)C)c(C)o2)CC1
  1, 3
19: O=C(Nc1nc(-c2ccc(F)cc2)cs1)c1ccc(Br)o1
  -1, -1
20: CC(C)c1nnc2n1CCN(C(=O)c1ccc3[nH]ccc3c1)C2
  3, 0
21: COc1cccc2c1OC(c1ccc(F)c(F)c1)N1N=C(c3cccnc3)CC21 (stereo unspecified)
  5, -18
22: CCOc1ccc(N=Cc2c(C)[nH]n(-c3ccc(C)c(C)c3)c2=O)cc1
  5, -3
23: CCCNC(=O)Cn1nc2c(c1NC(=O)c1ccc([N+](=O)[O-])o1)CSC2
  16, 32

Along the list, as entered above.
mHTT-CaM PPI inh, compounds 11–21: 66*, 2, -3, 33, -7, -4, -3, 1, -1, 3, 5

Ordered by heavy-atom count (ascending): 3 of the compounds above.
Fields – mHTT-CaM PPI inh, Pf apPOL inh
17: O=C(NCc1ccccc1Br)c1ccc(-c2cncnc2)nc1
  -3, -1
1: CCOc1ccccc1N1CCN(C(=O)c2ccc(F)cc2)C(C)C1=O (stereo unspecified)
  -4, 1
14: COc1ccc(C(OC(=O)c2cccc([N+](=O)[O-])c2)c2nccc3ccccc23)cc1 (stereo unspecified)
  33, -8

Single records (already shown). Order of values: mHTT-CaM PPI inh, Pf apPOL inh
`O=C(NCc1ccccc1Br)c1ccc(-c2cncnc2)nc1` across the screens: -3, -1
`CCCNC(=O)Cn1nc2c(c1NC(=O)c1ccc([N+](=O)[O-])o1)CSC2` across the screens: 16, 32
`O=C(Nc1ccc(SCC(=O)N2CCOCC2)nn1)c1cccs1` across the screens: -4, -3
`C=CCOc1ccccc1/C=c1\sc2nc(=O)c(-c3ccccc3)nn2c1=O` across the screens: 39, 4
